DT40 TDP1 no CPT = qHTS for Inhibitors of human tyrosyl-DNA phosphodiesterase 1 (TDP1): qHTS in cells in absence of CPT; Potency, µM (doses to about 46.2 µM), without a hit: at the top dose activity change, negative = growth inhibition, hits mostly inhibitors; DT40 Tdp1-/- hTDP1 cells, no CPT, ATP luminescence, 48 h; 420,000 tested, 15% active; further: nearly all actives have a fitted effect of over 55% in size
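Growth of hTDP1-complemented DT40 Tdp1-knockout cells is measured by ATP luminescence after at least 48 hr compound exposure at 37 °C, with DMSO substituting for the 20 nM CPT used in the parallel screen.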
KAT2A inh = GCN5L2 (KAT2A) acetyltransferase inhibition | 390,000 tested, 0.21% active | Potency, µM (doses to about 58.9 µM), for inactives: top-dose activity change, negative = inhibition, hits mostly inhibitors | GCN5L2 HAT assay, ThioGlo1 CoA-SH fluorescence
Target sequence (Q92830 whole entry, looked up): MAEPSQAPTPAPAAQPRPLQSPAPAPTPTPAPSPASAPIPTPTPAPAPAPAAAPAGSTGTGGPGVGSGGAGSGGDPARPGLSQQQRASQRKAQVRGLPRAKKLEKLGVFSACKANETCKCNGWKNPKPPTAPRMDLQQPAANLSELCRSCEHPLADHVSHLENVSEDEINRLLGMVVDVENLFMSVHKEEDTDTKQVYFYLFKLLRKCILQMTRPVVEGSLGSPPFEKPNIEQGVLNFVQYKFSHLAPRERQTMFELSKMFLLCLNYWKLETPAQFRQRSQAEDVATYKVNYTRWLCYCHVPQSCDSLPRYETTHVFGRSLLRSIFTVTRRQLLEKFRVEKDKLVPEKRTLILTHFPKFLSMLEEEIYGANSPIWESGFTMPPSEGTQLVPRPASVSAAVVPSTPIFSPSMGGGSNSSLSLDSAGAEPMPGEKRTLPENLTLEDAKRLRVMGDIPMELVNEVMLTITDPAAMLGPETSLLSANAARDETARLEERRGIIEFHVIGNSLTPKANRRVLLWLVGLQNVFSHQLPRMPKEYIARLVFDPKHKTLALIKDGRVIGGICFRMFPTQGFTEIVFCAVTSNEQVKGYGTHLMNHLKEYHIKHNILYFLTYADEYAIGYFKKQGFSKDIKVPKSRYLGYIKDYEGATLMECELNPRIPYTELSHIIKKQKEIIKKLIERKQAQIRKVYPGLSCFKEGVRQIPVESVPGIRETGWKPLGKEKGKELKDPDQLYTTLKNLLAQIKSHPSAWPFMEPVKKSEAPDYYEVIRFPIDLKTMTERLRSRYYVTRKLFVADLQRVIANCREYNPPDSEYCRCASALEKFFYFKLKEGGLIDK
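qHTS, 1536-well. 20nM enzyme, pH 7.5 HEPES/EDTA/Tween-20 buffer; 15 min compound preinc., RT. Start: 75uM H3(1-25), 70uM AcCoA, 50uM ThioGlo1. Read Ex340/Em540 at t=0 (autofluorescence flag) and t=20 min.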
DT40 TDP1 CPT = DT40-hTDP1 cell growth loss with CPT; chicken DT40 Tdp1-/-;hTDP1 cells + 20 nM CPT, ATP luminescence, 48 h; Potency, µM (top dose mostly 46.2 µM), for the others: top-dose activity change, negative = growth inhibition, hits mostly inhibitors; 420,000 tested, 12% active; further: nearly all actives have a fitted effect of over 55% in size
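Chicken DT40 Tdp1-/- cells complemented with human TDP1, 400 cells/well, exposed to compounds plus 20 nM camptothecin for at least 48 h at 37 C; viability read as ATP content by CellTiter-Glo luminescence.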
Active calls of the source: *; u = inconclusive; x = not tested or not shown; & = joins results of further samples. The call rests on the fitted dose curve; in most records, active means well fitted curve in the direction sought with a large enough effect; inconclusive means small, poorly fitted or top-dose-only effect, or another doubt; inactive means no such curve, though single readings can be large; an effect the other way counts as inactive or inconclusive. On the % scale 0 is the no-effect control and ±100 the full control effect; potency means the concentration at half of the fitted maximal effect. The list is partial (hit frequency here may not be typical).

SMILES	DT40 TDP1 no CPT	KAT2A inh	DT40 TDP1 CPT
CCCc1nc(SCC(=O)N2CCC(C)CC2)c2c(=O)n(C)c(=O)n(C)c2n1	11.6µM*	0.4%	16.4µM*
COc1ccc(CCn2nnnc2C(C(C)C)N2CCC(C(N)=O)CC2)cc1OC (centres undefined)	0.2%	-8.1%	-2.1%
Nn1c(SCc2cccc(C(F)(F)F)c2)nnc1-c1ccco1	0.1%	-7.1%	-17.1%
O=C1CC(c2c(F)cccc2Cl)C(n2cncn2)C(O)=C1C1NCCc2ccccc21 (centres undefined)	-4.4%	-1.0%	2.0%
Cc1[nH]c2ccccc2c1/C=C(\C#N)S(=O)(=O)c1ccccc1	-10.3%	-4.5%	-2.6%
CCOC(=O)/C(C#N)=C1/C=C(C)c2ccccc2N1	-13.6%	-10.6%	8.1%
COc1cccc(NC(=O)c2ccc3nc(Cc4ccccc4)oc3c2)c1	16.4µM*	-5.3%	16.4µM*
Cc1ccc(/C=N/Nc2ccc(F)cc2F)s1	14.3%	-6.1%	-21.6%
O=C(COc1ccc(S(=O)(=O)N2CCCCC2)cc1)N1CCOCC1	0.7%	-9.6%	-0.9%
CC(=O)Nc1cc(-c2ccc(Cl)cc2)nn1-c1ccccc1	-9.5%	-11.1%	0.1%
Cn1c(-c2ccccc2)cnc1SCC(=O)N1CCCCC1	-12.7%	-6.2%	-20.8%
COc1ccc(Br)cc1CNC(=O)CCSCc1ccc(Cl)cc1	25.9µM*	-2.2%	u
CC(C)c1cc(C(=O)NC(C)c2ccccc2)no1 (centres undefined)	-5.7%	-5.3%	0.0%
Cc1cccc(N2CCN(C(=O)CCNS(=O)(=O)c3cccs3)CC2C)c1 (centres undefined)	20.6µM*	-3.4%	u
COc1cccc(OC)c1OCCN1CCC(C(=O)NC(c2ccccc2)c2ncccc2C)CC1 (centres undefined)	u	x	u
Cc1ccc2cc(C)c(Sc3nnnn3-c3ccccc3)nc2c1	-17.0%	-0.8%	-14.7%
CC1=NN(/C(=N\c2nnc(C)s2)Nc2ccc(C)cc2)[C@H](c2ccc(C)cc2)S1	u	-2.7%	u
Cc1ccc(NC(=O)Nc2cnc3ccccc3c2)cc1	-19.4%	-17.2%	-5.8%
COC(=O)C1(S(=O)(=O)c2cc(Br)cc3c2N(C(C)=O)CC3)CC1	10.9%	-0.2%	6.7%
CCc1cc(=O)oc2c(C)c(O[C@@H]3O[C@H](CO)[C@@H](O)[C@H](O)[C@H]3O)ccc12	10.3µM*	-2.6%	2.7%
CN(CCOc1ccc(F)cc1)Cc1ccccc1	0.2%	u	0.6%
CCOc1ccccc1-n1c(CN2CCN(C(=O)c3ccco3)CC2)nc2ccccc2c1=O	u	-11.1%	u
CN(C)S(=O)(=O)c1ccc(C(=O)NCCN2C(=O)S/C(=C\c3cccnc3)C2=O)cc1	u	-7.1%	u
C=CCn1c(SCC(=O)Nc2ccc(OC)cc2)nc2c([nH]c3ccccc32)c1=O	-11.5%	-0.4%	-9.5%
COCCn1nnnc1C(C(C)C)N1CCSCC1 (centres undefined)	13.3%	2.0%	-5.5%
Cc1cc(OC(C)C(=O)Nc2ccncc2)ccc1Cl (centres undefined)	23.1µM*	-9.7%	13µM*
CCC(c1nnc(SCC(=O)Nc2cccnc2Cl)n1-c1ccccc1)N(C)C (centres undefined)	5.7%	3.0%	-2.0%
c1ccc2c(-n3ccnc3)nc(-c3ccoc3)nc2c1	u	-26.7%	u
COc1ccc(N/C=C2\CCc3ccccc3C2=O)cc1	u	1.4%	u
COc1ccc(C(=O)Cc2ccc3c(c2)OCO3)c(O)c1	u	-2.7%	-11.6%
COc1cccc(-n2ccnc2SCC(=O)Nc2ccccc2F)c1	-29.1%	-2.6%	-0.3%
O=C(OCC(=O)N1c2ccccc2Sc2ccccc21)c1ccc[n+]([O-])c1	-24.8%	-2.6%	-20.2%
O=C(CSc1nnnn1C1CCCC1)c1ccc2c(c1)OCCO2	u	-13.3%	20.6µM*
Cc1ccc(S(=O)(=O)NCCC(=O)NCc2cccnc2)cc1	0.7%	-1.8%	0.4%
Cc1cccc(NS(=O)(=O)c2cc(C(=O)N3CCN(C)CC3)ccc2C)c1	-2.3%	-0.5%	-10.2%
Cc1ccc(OCC(=O)Nc2cc(NC(=O)COc3ccc(C)c(C)c3)cc(C(=O)O)c2)cc1C	2.6%	-26.1%	-1.0%
Cc1noc(C)c1-c1nnc(-c2ccc(OC(F)(F)F)cc2)o1	-28.1%	-4.3%	-4.9%
CC(C)Oc1cccc(NC(=O)C2(C)CCN2C(C)C)c1 (centres undefined)	u	x	u
CCOCc1nc2nc(Cl)c(Cl)nc2[nH]1	-27.8%	x	-19.6%
CCN(CC)c1ccc(S(=O)(=O)N2CCOCC2)cc1NC(=O)CSc1cccc[n+]1[O-]	-9.4%	1.6%	9.2%
CCCCc1ccc(-c2nc(N)n[nH]2)cc1	-21.6%	-2.2%	-7.6%
Cc1c(C(=O)NN2CCOCC2)oc2ccccc12	-1.4%	-6.7%	0.4%
CC(C)(C)CC(=O)OCC(=O)Nc1cc(C(C)(C)C)nn1-c1ccccc1	-12.2%	0.0%	-3.8%
COCCNC(=O)CSc1nnc(-c2ccccc2)c(-c2ccccc2)n1	12.8%	-2.0%	6.4%
COC(=O)c1ccccc1NC(=O)N[C@@H](C)C(=O)OC	-5.3%	0.7%	1.6%
O=C(Cc1ccsc1)NNC(=O)c1ccc(F)cc1	2.3%	-2.1%	-1.3%
COc1ccc([N+](=O)[O-])cc1NCC(=O)Nc1cc(S(=O)(=O)N2CCCCC2)ccc1C	23.1µM*	-5.8%	14.6µM*
S=C(NCC1CCCO1)N1CCN(Cc2ccccc2)CC1 (centres undefined)	-19.3%	-1.9%	2.4%
O=C(NC1CSCC1OC(=O)c1ccccc1)c1ccccc1 (centres undefined)	16.4%	7.6%	-1.3%
CSCCC(NS(=O)(=O)c1cccs1)C(=O)NCc1cccs1 (centres undefined)	-5.4%	2.0%	0.5%
Cc1csc(=O)n1CC(=O)OCC(=O)c1ccc(Br)cc1	-14.4%	-1.4%	-2.1%
O=[N+]([O-])c1ccc(CN2CCCCCC2)cc1	-7.9%	0.5%	0.2%
Cn1nnc2cc(NC(=O)N3CC4(C)CC3CC(C)(C)C4)ccc21 (centres undefined)	-25.1%	-1.1%	-13.7%
COc1cc2oc3ccc(C#Cc4ccccn4)cc3c(=O)c2cc1OC	23.1µM*	x	u
Cc1ccc(Cl)cc1NC(=O)Cn1cc(S(=O)(=O)Cc2ccccc2Cl)c2ccccc21	u	-7.2%	u
Cc1ccc(C)n1-c1nnc(N2CCC(C(=O)N3CCN(C)CC3)CC2)s1	u	-33.4%	u
O=C(O)c1ccc(N2C(=O)c3cccc4c(C(=O)O)ccc(c34)C2=O)cc1	-16.6%	-14.4%	-2.8%
Cc1ccc(NC(=O)CSc2nnc([C@@H]3CCCN3C(=O)OC(C)(C)C)o2)c(C)c1	-18.5%	0.9%	u
COc1ccc(C(=O)NCc2nnc(SCC(=O)N3CCCCCC3)o2)cc1OC	-19.3%	-14.5%	7.4%
Cc1cccc(-n2nnnc2SCC(=O)Nc2ccc(N3CCN(C)CC3)cc2)c1	u	-10.5%	-28.6%

Whole records, quoted from the list.
Cc1ccc(C)n1-c1nnc(N2CCC(C(=O)N3CCN(C)CC3)CC2)s1 is listed with DT40 TDP1 no CPT: u; KAT2A inh: -33.4%; DT40 TDP1 CPT: u
COc1ccc(C(=O)NCc2nnc(SCC(=O)N3CCCCCC3)o2)cc1OC is listed with DT40 TDP1 no CPT: -19.3%; KAT2A inh: -14.5%; DT40 TDP1 CPT: 7.4%

(list continues)
SMILES	DT40 TDP1 no CPT	KAT2A inh	DT40 TDP1 CPT
ClC1(CNc2ccccc2)CCN(Cc2ccccc2)CC1	-27.4%	x	-7.5%
Cc1ccc(N2CCN(C(=O)c3ccccc3NC(=O)C3CCCCC3C(=O)O)CC2)cc1 (centres undefined)	0.5%	1.1%	-2.9%
COc1ccc(C(=O)OCc2c(-c3ccccc3)ncc3ccccc23)cc1	u	-9.2%	16.4µM*
Cc1cccc(C(=O)N/N=C/c2ccccn2)c1	14.6µM*	0.5%	u
O=C(NCc1cccs1)C1CCCN(S(=O)(=O)c2cccc3cccnc23)C1 (centres undefined)	u	-15.5%	u
COc1ccc(COc2cccc3ccc(C)nc23)cc1F	-29.6%	-4.3%	4.9%
CCN(CC)C(=O)C1=C(C)N(CCC2=CCCCC2)C(=O)C(CC(=O)NCCCN(C)C)C1 (centres undefined)	-2.1%	x	-3.2%
COc1ccc(S(=O)(=O)N2CCC(O)(c3ccc4c(c3)OCO4)CC2)cc1	-14.3%	-3.9%	-24.2%
Cc1c(NC(=O)c2cc(-c3cccc(Cl)c3)on2)c(=O)n(-c2ccccc2)n1C	u	-14.4%&-0.4%	-18.9%&-26.7%
O=C(O)c1nccnc1C(=O)NCCc1c[nH]c2ccccc12	10.2%	-5.4%	9.7%
COC(=O)c1ccc(CNC(=O)[C@@H]2CCCN2S(=O)(=O)c2ccccc2F)cc1	10.7%	0.9%	3.4%
COc1cccc(-n2c(=S)sc3c(=O)n(-c4ccccc4OC)c(=S)[nH]c32)c1	-1.4%	-3.0%	0.1%
CCOC(=O)CSc1nc2ccccc2c(=O)n1CC1CCCC1	14.6µM*	0.8%	10.3µM*
CC(C)NS(=O)(=O)c1ccc(OCC(=O)NCc2ccc3c(c2)OCO3)c(Cl)c1	u	-14.5%	u
O=C(NN=C1CCCC1)c1ccc(O)cc1	14.0%	-16.1%	-1.3%
O=C(O)CSc1nc2ccccc2[nH]1	u	0.0%	u

In another format: entries from further up.
Every second line gives: DT40 TDP1 no CPT | KAT2A inh | DT40 TDP1 CPT
- O=C(O)c1ccc(N2C(=O)c3cccc4c(C(=O)O)ccc(c34)C2=O)cc1
 : -16.6% | -14.4% | -2.8%
- Cc1ccc(NC(=O)CSc2nnc([C@@H]3CCCN3C(=O)OC(C)(C)C)o2)c(C)c1
 : -18.5% | 0.9% | u
- COc1ccc(C(=O)NCc2nnc(SCC(=O)N3CCCCCC3)o2)cc1OC
 : -19.3% | -14.5% | 7.4%
- Cc1cccc(-n2nnnc2SCC(=O)Nc2ccc(N3CCN(C)CC3)cc2)c1
 : u | -10.5% | -28.6%
- ClC1(CNc2ccccc2)CCN(Cc2ccccc2)CC1
 : -27.4% | x | -7.5%
- Cc1ccc(N2CCN(C(=O)c3ccccc3NC(=O)C3CCCCC3C(=O)O)CC2)cc1 (centres undefined)
 : 0.5% | 1.1% | -2.9%
- COc1ccc(C(=O)OCc2c(-c3ccccc3)ncc3ccccc23)cc1
 : u | -9.2% | 16.4µM*
- Cc1cccc(C(=O)N/N=C/c2ccccn2)c1
 : 14.6µM* | 0.5% | u
- O=C(NCc1cccs1)C1CCCN(S(=O)(=O)c2cccc3cccnc23)C1 (centres undefined)
 : u | -15.5% | u
- COc1ccc(COc2cccc3ccc(C)nc23)cc1F
 : -29.6% | -4.3% | 4.9%
- CCN(CC)C(=O)C1=C(C)N(CCC2=CCCCC2)C(=O)C(CC(=O)NCCCN(C)C)C1 (centres undefined)
 : -2.1% | x | -3.2%
- COc1ccc(S(=O)(=O)N2CCC(O)(c3ccc4c(c3)OCO4)CC2)cc1
 : -14.3% | -3.9% | -24.2%
- Cc1c(NC(=O)c2cc(-c3cccc(Cl)c3)on2)c(=O)n(-c2ccccc2)n1C
 : u | -14.4%&-0.4% | -18.9%&-26.7%
- O=C(O)c1nccnc1C(=O)NCCc1c[nH]c2ccccc12
 : 10.2% | -5.4% | 9.7%
- COC(=O)c1ccc(CNC(=O)[C@@H]2CCCN2S(=O)(=O)c2ccccc2F)cc1
 : 10.7% | 0.9% | 3.4%
- COc1cccc(-n2c(=S)sc3c(=O)n(-c4ccccc4OC)c(=S)[nH]c32)c1
 : -1.4% | -3.0% | 0.1%
- CCOC(=O)CSc1nc2ccccc2c(=O)n1CC1CCCC1
 : 14.6µM* | 0.8% | 10.3µM*
- CC(C)NS(=O)(=O)c1ccc(OCC(=O)NCc2ccc3c(c2)OCO3)c(Cl)c1
 : u | -14.5% | u
- O=C(NN=C1CCCC1)c1ccc(O)cc1
 : 14.0% | -16.1% | -1.3%
- O=C(O)CSc1nc2ccccc2[nH]1
 : u | 0.0% | u

Assay outcomes from PubChem.
